Screening results as filed in PubChem BioAssay.
PMI inhibition: MPI inhibition at elevated mannose 6-phosphate – biochemical, fluorescence intensity, high mannose 6-phosphate, primary screen (AID 1220); recombinant PMI enzyme, coupled fluorescence intensity; higher % means a stronger effect; one-dose inhibition, % at 20 µM; IC50 in µM for titrated hits; 190,000 tested, 0.66% active
Autophagy HCS: alters autophagy in cells. MEF GFP-LC3 puncta imaging; test concentration mostly 10 µM. calls only at 10 µM (by protocol). 190,000 tested, 0.98% active. AID 463193;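 active = percentage of spot-positive cells more than 3 SD above its plate mean, without a fluorescence outlier flag or 80% toxicity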;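 note: spot-positive cell cutoff set from DMSO-treated cells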
MT stabilizer: microtubule stabilizers in HeLa cells; % tubulin-high responders, % at 10 µM; HeLa tubulin immunostaining HCS, 24 h; share of cells brighter than vehicle mean+2SD; 200,000 tested, 0.83% active;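 active = plate Z-score above 3 for both tubulin-high and condensed-nucleus cell shares, with cell loss under 80%, at 10 µM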;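 note: anti alpha tubulin signal scored within the nucleus-defined area of each cell; some results filed as inactive read as strong as hits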
PMI inhibitors: inhibitors of human PMI, primary screen, biochemical, fluorescence intensity, coupled assay (AID 1209) | purified PMI enzyme, coupled fluorescence intensity; higher % means a stronger effect | one-dose inhibition, % at 20 µM; IC50 in µM for titrated hits | 190,000 tested, 0.42% active;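 note: plate controls were DMSO vehicle for no effect and wells lacking substrate for full effect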
WT yeast gro inh: growth inhibition of WT yeast, mitochondrial fusion screen. mitochondrial fusion phenotypic screen, WT strain. inhibition, % at 10 µM. 190,000 tested, 2.1% active. AID 1362; in the data active = inhibition above about 58%; tested in S. cerevisiae
Dynein transport: blocks dynein driven cargo transport along microtubules; 3617.4 mouse cells, GR-EGFP nuclear translocation imaging; test concentration mostly 20 µM; stimulated with dexamethasone, 1 µM; active compounds read low; z-score, hits read low; AID 1381; 220,000 tested, 0.47% active;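 active = plate z-score of nuclear minus cytoplasmic receptor signal below a set negative limit, without overly bright fluorescence or cell loss, cut at about -3.5 in these data, passing the limit was not always enough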;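 note: z-score of nuclear minus cytoplasmic ring GR-EGFP intensity difference per well; some compounds called inactive have numbers as strong as hits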
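Buffer or medium: tet-free, stripped-serum medium; reagent: dexamethasone at 1.0 µM final, 30 min; incubation: 48 h induction, 1 h compound, 30 min dex at 37 °C; measured by: formaldehyde fixation, Hoechst nuclear stain, 10x automated fluorescence imaging; read-out: nuclear-to-cytoplasmic GR-EGFP distribution per well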
Ins promoter up: MIN6 insulin promoter up-regulation; MIN6 insulin promoter-GFP reporter, high-content imaging; active compounds read high; AID 1625; 190,000 tested, 0.3% active; z-score at 5 µM;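 active = z-score above 3 at 5 µM with at least 500 cells counted in the well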
bCat nuc transl: alters nuclear translocation of beta-catenin in HeLa cells. nuclear translocation activity, % at 5 µM. AID 1665. 190,000 tested, 0.3% active. immunofluorescence imaging;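 active = nuclear translocation activity above 50% at 5 µM, with a well cell count of 50 or more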;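 note: per-cell ratio of nuclear to cytoplasmic median beta-catenin stain intensity; plate controls were DMSO negative control for no effect and GSK-3 inhibitor IX positive control for full effect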
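Technique: fluorescence imaging of beta-catenin antibody stain plus DAPI / Material: human HeLa cell line / Incubation: compound treatment 24 h, 37°C, 5% CO2 / Read-out basis: % activation of per-cell nuclear versus cytoplasmic median beta-catenin signal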
Yfh1-off respiration: enhancers of respiration in Yfh1-depleted yeast, dose response, Friedreich's ataxia, plus single-dose screen (AID 1465) | S. cerevisiae Yfh1-off respiration, WST-1 reduction, 72 h; higher fold induction means a stronger effect | one-dose fold induction at 50 µM; EC50 in µM for titrated hits | 220,000 tested, 0.074% active;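 active = fold induction of absorbance versus untreated yeast above a set limit, then at least 30% activation at any dose in follow-up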;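 note: activators that raise dye reduction in frataxin-depleted yeast; strong numbers were not always called active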
WT yeast gro inh mutant strain: further read-out of WT yeast gro inh, marked with its call; inhibition, %; mitochondrial fusion phenotypic screen, mutant strain inhibition
Dynein transport cytoplasmic EGFP: second read-out of Dynein transport, no call of its own (marks repeat the call); z-score; measured here: cytoplasmic GR-EGFP intensity; active compounds read high
Dynein transport nuclear GR-EGFP: also measured in Dynein transport; calls as there; z-score; measured here: nuclear GR-EGFP intensity;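 lower value marks the stronger effect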
Dynein transport cell count: also measured in Dynein transport; calls as there; z-score; measured here: cell count per field
Ins promoter up cell count: further read-out of Ins promoter up, marked with its call; cell count; measured here: cytotoxicity, nuclei count;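 total cells summed across four imaged fields per well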
bCat nuc transl cell count 5 µM: also measured in bCat nuc transl; calls as there; cell count; measured here: cell count, cytotoxicity flag
MT stabilizer Hoechst-high %: second read-out of MT stabilizer, no call of its own (marks repeat the call); % Hoechst-high responders; measured here: nuclear condensation Hoechst responders;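 share of cells brighter than vehicle mean plus two SD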
MT stabilizer cytotoxicity %: also measured in MT stabilizer; calls as there; toxicity, %; measured here: cytotoxicity by cell density;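 0% = mean cell density of plate MIN control wells and 100% = no cells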
Autophagy HCS cell loss 18 h: second read-out of Autophagy HCS, no call of its own (marks repeat the call); toxicity, %; measured here: cell loss, nuclei count;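 cell loss after 18 h compound exposure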
Active calls of the source: *; i = inactive; . = no result given; + = active, no number. Cut-off read from the data, not from the text of the source, unless noted: active = inhibition above about 50%; inactive = the rest.

SMILES	PMI inhibition	Autophagy HCS	Autophagy HCS cell loss 18 h	MT stabilizer	MT stabilizer Hoechst-high %	MT stabilizer cytotoxicity %	PMI inhibitors	WT yeast gro inh	WT yeast gro inh mutant strain	Dynein transport	Dynein transport cytoplasmic EGFP	Dynein transport nuclear GR-EGFP	Dynein transport cell count	Ins promoter up	Ins promoter up cell count	bCat nuc transl	bCat nuc transl cell count 5 µM	Yfh1-off respiration
CC(=NCc1ccco1)C1=C(O)c2ccccc2C1=O	8%	i	-8	2.0	1.1	4.7	4%	-2	10	-0.18	-0.18	-0.13	0.63	0.21	1326	0.5	1147	i
CCN(CC)C(=O)COc1ccc2oc(-c3ccco3)cc(=O)c2c1	12%	i	-23	2.7	2.9	2.4	18%	-15	-12	-0.78	-0.28	-0.22	0.56	0.06	1415	3.4	978	i
O=C(CSc1nccn1-c1ccccc1)N1CCc2ccccc21	-5%	i	2	1.5	0.9	7.5	-1%	9	19	1.3	0.11	0.95	-0.27	0.09	943	.	.	i
COc1ccc(C(=O)Nc2nc3ccc4nc(C)sc4c3s2)cc1	2%	i	-10	6.7	2.5	3.7	6%	-17	-6	-0.34	-0.32	-0.19	1.1	.	.	-1.4	1202	i
Cc1nc(N2CCOCC2)c2c(C)c(C(=O)Nc3ccccc3Cl)sc2n1	10%	i	-1	5.4	2.2	5.8	13%	-2	9	-0.52	-0.29	-0.2	1.4	-0.06	1279	0.0	1077	i
CC1(C)Cc2nc3nc(SCC(=O)NCCc4ccccc4)n(-c4ccccc4)c(=O)c3cc2CO1	-6%	i	-8	3.7	1.7	5.7	-2%	2	25	1	0.17	-0.039	-1.5	-0.21	1475	-1.9	1407	i
COCCN1C(=O)c2oc3c(C)cc(C)cc3c(=O)c2C1c1cccc(O)c1 (stereo unspecified)	4%	i	-3	3.7	2.0	4.4	9%	12	9	-0.1	-0.27	0.44	0.37	2.6	919	-0.9	1068	i
OC(COc1ccccc1Cl)CN1CCN(CC(O)COc2ccccc2Cl)CC1 (stereo unspecified)	-2%	i	-11	2.5	1.8	6.7	1%	19	7	-0.66	-0.22	-0.18	0.31	0.21	980	0.4	1196	i
Cc1ccc(OCCNC(=O)c2cc(=O)[nH]c3ccccc23)cc1	9%	i	-4	2.0	2.5	7.1	5%	-6	-10	-0.31	-0.35	-0.056	0.56	0.16	1299	-2.0	1134	i
CCOC(=O)CCc1c(C)c2ccc(OCc3nn[nH]n3)c(C)c2oc1=O	-17%	i	8	3.6	1.7	6.7	-13%	13	2	-0.78	-0.11	-0.16	0.23	0.76	1269	1.4	1163	i
COc1ccc(OC)c(Cc2nnc(CCC(=O)NCc3nc4ccccc4s3)o2)c1	-8%	i	-11	1.4	1.1	1.2	-7%	-6	13	0.57	-0.34	0.31	0.36	-0.9	1458	-1.7	988	i
COc1ccc(C)cc1-n1nnnc1SCn1nnc2ccccc2c1=O	-3%	i	1	1.8	0.9	3.0	6%	6	16	-0.3	-0.21	-0.023	0.24	-0.18	1049	-0.8	1188	i
CC(C)(C)c1ccc(OCC(=O)N/N=C/c2cc(Br)ccc2OC(=O)c2ccco2)cc1	8%	i	4	1.9	0.8	17	5%	-8	-7	-0.35	-0.22	0.22	1.2	0.21	1321	0.0	1373	.
COCCNC(=O)c1ccc(NC(=O)C2(c3ccccc3)CCCC2)cc1	2%	i	5	2.1	2.6	17	-7%	.	.	1.4	-0.33	1.5	-1.5	-0.56	1641	-5.4	1096	i
CN1CCN(C(=O)C2CC(=O)N(c3ccc(F)c(Cl)c3)C2)CC1 (stereo unspecified)	5%	i	20	5.2	2.7	2.2	0%	12	8	-0.14	-0.29	0.037	0.53	-0.44	1020	-1.3	1132	i
Cc1[nH]c(=O)[nH]c1C(=O)CCCCC(=O)O	-8%	i	6	2.3	2.9	6.4	-2%	-5	-3	-0.058	-0.17	0.43	-0.38	0	1460	-1.2	1072	i
CSc1cccc(NC(=O)c2ccc(Cl)nc2)c1	3%	i	-5	1.5	1.5	5.2	3%	-19	-1	-0.08	-0.18	-0.7	-0.5	-0.89	1551	-1.1	1374	i
NC(=O)Cc1nc2scc(-c3ccccc3)c2c(=O)[nH]1	9%	i	2	2.8	1.6	6.8	13%	1	2	1.1	-0.22	0.12	-0.36	0.2	1374	0.3	1466	i
COCC(C)OC(=O)C(C#N)c1nc2ccccc2nc1N1CCN(Cc2ccccc2)CC1 (stereo unspecified)	18%	i	5	2.7	1.6	9.1	-17%	-8	-1	-0.58	-0.19	-0.4	0.88	-0.36	878	-0.8	1174	i
CC(=O)Nc1nc(SCC(=O)NCc2ccc(F)cc2)[nH]c(=O)c1NC(=O)c1cccs1	-10%	+	-2.8*	4.0	3.3	11	-19%	-15	11	0.87	-0.096	0.69	-0.12	-0.19	1283	0.6	1071	i
Cn1cnc([N+](=O)[O-])c1Oc1ccccc1	2%	i	-7	2.4	3.0	2.4	3%	-6	-21	-1.3	-0.15	-0.94	0.76	-0.04	1237	0.0	537	i
CCOc1ccccc1NC(=O)c1ccccc1-c1nc(-c2ccccc2)no1	-2%	i	2	32*	27*	19*	3%	40	17	0.044	-0.23	0.29	-0.62	-1.3	575	1.6	819	i
O=C(CCn1c2c(c3ccccc31)CCCC2)NNC(=O)c1cccc([N+](=O)[O-])c1	21%	i	0	3.5	4.0	11	22%	-8	-5	0.38	-0.24	0.49	-0.48	0.49	1481	-4.7	1153	i
Cc1ccc(-n2nc(C)c3c(C)c(CCC(=O)NCc4ccccc4)c(C)nc32)cc1	3%	i	-3	5.5	3.3	1.6	0%	7	5	-0.99	-0.08	-0.5	0.48	-1.4	904	.	.	i
COc1ccc(C2C(C(=O)N3CCCCC3)CC(=O)N2c2ccc(OC)cc2)cc1 (stereo unspecified)	-3%	i	6	3.1	1.3	9.9	-2%	-32	2	0.5	-0.12	0.39	0.18	0.33	1346	-1.2	906	i
COc1ccc(C(=NNc2ccccc2C(=O)O)c2ccc(OC)cc2)cc1	17%	i	9	4.1	1.9	3.2	0%	82*	-1.4*	0.19	-0.14	0.28	0.18	-0.16	1156	0.2	501	i
COc1cc(CN2CCCC(C(=O)c3ccc4c5c(cccc35)CC4)C2)cc(OC)c1O (stereo unspecified)	75%*	i	-12	3.1	2.0	6.1	49%	0	-14	-1.9	-0.16	-0.82	1.1	-1.3	1539	-2.3	1066	i
O=C(NCc1nc2ccccc2[nH]1)c1ccccc1F	.	.	.	.	.	.	.	.	.	-0.41	-0.25	0.44	-0.14	-0.26	1091	-0.3	1365	i
CCN1CCN(c2c(Cl)cccc2NC(=O)c2ccco2)CC1	18%	i	0	4.2	2.4	5.3	17%	-11	-1	-0.056	-0.22	-0.3	-0.053	0.03	1811	-0.4	1028	i
Cc1ccc(N2CC(=O)Nc3c(sc4nc(C)cc(C)c34)C2=O)cc1	.	.	.	.	.	.	.	.	.	0.39	-0.22	-0.048	-0.5	-0.28	1029	1.3	1315	i
CCOc1ccc(CC(=O)Nc2c(C(N)=O)oc3ccccc23)cc1OCC	-2%	i	-1	3.1	0.9	24	1%	-7	0	1.4	-0.23	1.1	-1.1	0.35	1170	-0.3	1183	i
CCCCNC(=O)COC(=O)c1cc(C)nc2ccccc12	-1%	i	1	1.3	0.9	3.9	1%	10	16	0.18	0.13	0.29	-0.81	2.3	1065	.	.	i
CCC(C)[C@H](NC(=O)OC(C)(C)C)C(=O)N/N=C/c1ccc2cc(OC)ccc2n1 (stereo partly specified)	16%	i	-2	4.0	2.1	2.0	21%	37	6	2.3	0.0081	1.1	-1.7	1.5	1544	-1.8	1131	i
COc1cc(CC(=O)OCC(=O)NC2CCCCC2)cc(OC)c1OC	-14%	i	-2	2.5	3.0	0.2	-18%	5	2	-0.038	-0.3	-0.14	-0.9	-0.55	1407	-2.1	1071	i
O=C(Nc1ccc(Oc2ccccc2)cc1)c1cnc2n(c1=O)CCS2	-3%	i	5	4.9	1.8	1.7	0%	17	6	-0.37	-0.16	-0.012	-0.22	-2.9	559	5.0	1158	i
COC(=O)c1nn(-c2nc(-c3cccc(OC)c3)cc(C(F)(F)F)n2)cc1[N+](=O)[O-]	-8%	i	-8	4.1	4.2	4.5	-8%	-6	-8	-0.97	-0.22	-0.43	-0.074	-0.06	1168	.	.	i
O=C(Nc1c(C(=O)Nc2ccc3c(c2)OCCO3)cnn1-c1ccccc1Cl)c1ccco1	2%	i	-13	2.8	1.0	7.0	15%	1	-9	-0.017	-0.15	0.01	-0.48	-0.01	1225	.	.	i
COc1ccc([N+](=O)[O-])cc1NC(=O)CSCc1ccc(Br)cc1	15%	i	15	2.2	2.6	10	30%	-3	-17	-0.55	-0.32	-0.58	0.71	.	.	-1.0	864	i
O=S(=O)(Cc1noc(-c2ccccc2Cl)n1)c1ccccn1	.	.	.	.	.	.	.	.	.	-0.82	-0.17	-0.77	0.61	-1.7	1415	1.0	1333	i

Three of the entries above in order of the Dynein transport cell count value, smallest number first.
Molecule | Dynein transport cell count
COCCNC(=O)c1ccc(NC(=O)C2(c3ccccc3)CCCC2)cc1 | -1.5
CCOc1ccccc1NC(=O)c1ccccc1-c1nc(-c2ccccc2)no1 | -0.62
CCN1CCN(c2c(Cl)cccc2NC(=O)c2ccco2)CC1 | -0.053
